# Lipid storage S3 – qHTS Assay for Lipid Storage Modulators in Drosophila S3 Cells | Drosophila S3 cells, BODIPY lipid droplet fluorescence, 18-24 h; cells fed with added oleic acid | Potency in µM for hits, for the others lipid storage change, negative = inhibition, % at the top dose, mostly 46.1 µM | 320,000 compounds, 0.64% hits | AID 2685, 2010; active = well fitted inhibition curve with a large enough effect in the signal ratio, with a control signal flat, not every such curve was filed as active; inconclusive = small, poorly fitted or top-dose-only effect, or effect the other way, or a change in a side signal; the % refers to the signal ratio
#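 Drosophila S3 cells loaded with oleic acid (400 uM, as added) and compounds at several concentrations; lipid droplets imaged by 488-nm laser-scanning cytometry, 500–530 nm intensity and object ratio to cell channel. Percent activity normalized to 20 uM Triacsin C.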
# Lipid storage S3 cell count max – further read-out of Lipid storage S3, marked with its call; cell number change, %; measured here: cell count max response;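 cells counted by Cell Tracker Red CMTPX staining in the red channel; peak over a dose series mostly up to 46.1 µM; percent activity relative to internal control wells on each plate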
# * = called active by the depositor; i = inactive; ? = inconclusive; nt = not tested or not shown; [ ] = dose if it differs, or a comment. % is scaled to controls: 0 for no effect and ±100 for the full control effect; potency is read from the fitted curve at half-maximal effect. A portion of the library. The share of hits here may be higher or lower than overall.
# Value order – Lipid storage S3 cell count max	Lipid storage S3
COc1ccc(-c2nn(-c3ccccc3)cc2/C=N/Nc2ccc(S(N)(=O)=O)cc2[N+](=O)[O-])cc1OC
    nt	?
Cc1cccc(NC(=S)NNc2ncc(C(F)(F)F)cc2Cl)c1
    nt	?
CCn1cc(Br)c(C(=O)N2CCN(c3ccccc3)CC2)n1
    nt	?
COCC(=O)Nc1ccc2nc3n(c(=O)c2c1)CCCCC3
    nt	?
CC(C)C(C(=O)N1CCN(Cc2ccccc2)CC1)c1ccccc1 (centres undefined)
    nt	?
O=C(NCCc1c[nH]c2ccccc12)c1ccc(Cl)cc1
    nt	i
O=C(Nc1cc(C(F)(F)F)ccc1F)C1CCC1
    7	8%
CCN(CC)S(=O)(=O)c1ccc(NC=C(C#N)C#N)cc1
    nt	?
COc1ccc(/C=N/OCC(=O)N2CCCC2)c(OC)c1
    nt	?
Cc1ccc([N+](=O)[O-])c(OCCN2C(=O)NC(C)(C)C2=O)c1
    -8	20%[9.22 µM]
CC(C)(C)OC(=O)[C@H](Cc1ccccc1)NC(=O)c1nc[nH]c1C(=O)N1CCN(C(=O)OC(C)(C)C)CC1
    nt	?
C/C(=N\NC(=O)COc1ccccc1[N+](=O)[O-])c1cccs1
    nt	-1%
O=C(CSc1nc2ncc(Br)cc2[nH]1)c1cccc([N+](=O)[O-])c1
    2	-20%
Oc1c(Br)cc(Br)cc1/C=N/n1c(-c2ccccc2)n[nH]c1=S
    nt	?
CCN(Cc1ccccc1)C(=O)CN1C(=O)COc2ccc(S(=O)(=O)NC3CCCC3)cc21
    -12	i
Cc1c(CCCN)c2ccccc2n1Cc1ccccc1
    -21	-14%
CCOC(=O)N1CCN(C(=S)Nc2ccc(C)cc2C)CC1
    23	-2%[9.22 µM]
CCCCCCCCOC(=O)C(NC(=O)CCC(=O)Nc1ccc(S(N)(=O)=O)cc1)C(O)c1ccccc1 (centres undefined)
    nt	2%
O=C(c1cc(Cl)ccc1Cl)N1CCOCC1
    nt	?
O=C(Cc1ccc(-c2ccccc2)cc1)Nc1ncccc1O
    nt	?
CC(=O)CCn1cnc([N+](=O)[O-])n1
    nt	?
Cc1ccc(N=C2NC(=O)/C(=C\c3ccco3)S2)cc1
    12	3%
CC1=C(C)CC(C(=O)NNC(=O)c2csc3c2CCC(C(C)(C)C)C3)C(C(=O)O)C1 (centres undefined)
    -11	6%
Cc1oc(-c2ccc(Cl)cc2)nc1CS(=O)CC(=O)NCc1ccccn1 (centres undefined)
    nt	?
OCCNCC(O)Cn1c2ccccc2c2ccccc21 (centres undefined)
    nt	1%
CCOC(=O)c1c(NC(=O)CSc2nnc3c(Cl)cc(Cl)cn23)sc2c1CCC2
    -7	3%
CCC(C)N(C(=O)COc1ccc(Br)cc1C=O)C1CCS(=O)(=O)C1 (centres undefined)
    nt	?
Cn1c(-c2ccccc2)cnc1SCc1nc2ccccc2c(=O)[nH]1
    nt	?
Cc1c(Cl)cccc1S(=O)(=O)Nc1ccnn1C
    nt	?
Cc1nc2cc(C(F)(F)F)ccc2n1C
    nt	?
Cc1c(NC(=O)c2ccc(Cl)s2)c(=O)n(-c2ccccc2)n1C
    nt	?
O=C(NCCCn1ccnc1)c1sc2cccc(F)c2c1Cl
    nt	?
O=C1CCCN1Cc1ncnn1-c1ccccc1
    -8	2%
COc1cccc(N(C(=O)Cn2nnc(-c3ccc(C)o3)n2)C(C(=O)NC(C)(C)C)c2cccs2)c1 (centres undefined)
    -9	-13%
CCn1c(CNC(=O)c2ccco2)nnc1SCC(=O)c1ccc(F)cc1
    nt	?
O=S(=O)(Cc1ccccc1)N1CCN(Cc2ccc(F)cc2Cl)CC1
    nt	?
COc1cc(OC)cc(C(=O)NCC(=O)OCC(=O)c2ccc3c(c2)-c2ccccc2C3)c1
    11	8%
Cc1ccc(C)c(S(=O)(=O)Nc2ccc(S(=O)(=O)Nc3ncccn3)cc2)c1
    nt	?
FC(F)(F)c1cnc(Sc2nnc(-c3cccs3)n2CC2CCCO2)c(Cl)c1 (centres undefined)
    nt	?
O=C(N/N=C/c1sc(=O)[nH]c1-[n+]1ccccc1)c1ccccc1[O-]
    8	-3%
COc1ccc2cc(C(=O)N3CCN(C)CC3)[nH]c2c1
    nt	?
Cc1cccn2c(=O)c3cc(C#N)c(=N)n(CCN4CCOCC4)c3nc12
    nt	?
CC1CCCCN1C(=O)c1cc2c(=O)n3ccccc3nc2s1 (centres undefined)
    -17	i
CCCN(CCC)S(=O)(=O)c1ccc(Cl)c([N+](=O)[O-])c1
    nt	?
Cc1c(NC(=O)CSC(=S)N2CCCC2)c(=O)n(-c2ccccc2)n1C
    nt	?
CCOC(=O)c1sc(NC(=O)CN(CC)CC)c(C(=O)OCC)c1C
    nt	?
O=[N+]([O-])CC(=Nc1ccc(Cl)cc1)N/N=C\c1oc(O)c2ccccc12
    nt	?
CCC1Oc2ccc(C)cc2N(CC(=O)N(Cc2ccc(C)o2)C2CC(C)(C)NC(C)(C)C2)C1=O (centres undefined)
    -7	-2%
CC(N=C1NS(=O)(=O)c2ccccc21)C(=O)OCC(=O)N(C)C1CCS(=O)(=O)C1 (centres undefined)
    nt	?
CN(Cc1c(F)cccc1Cl)C(=O)c1ccc(NC(=O)CC2SC(N3CCCC3)=NC2=O)cc1 (centres undefined)
    nt	?
CCOc1ccc(N2C(=O)CC(N3CCN(c4ccc([N+](=O)[O-])cc4)CC3)C2=O)cc1 (centres undefined)
    nt	?
Cc1ccc(C)c(-n2ccnc2SCC(N)=O)c1
    25	i
CC1(C)CC(=O)C(C=NCC2CCNCC2)=C(O)C1
    nt	?
C=CCN1C(=O)/C(=C/c2ccc(N(C)C)cc2)S/C1=N\c1nnc(CC)s1
    nt	?
CCOC(=O)c1ccc(-n2cc(C(=O)c3cccnc3)nn2)cc1
    4	-2%
COc1cccc(/C=N/Nc2nn3cnnc3c3ccccc23)c1
    nt	?
COc1cccc(CC2(CO)CCCN(Cc3ccccc3Cl)C2)c1 (centres undefined)
    nt	?
Cc1ccc(S(=O)(=O)N2C(=O)/C(=C3\SC(=S)NC3=O)c3ccccc32)cc1
    12	-7%
Cc1cc(Nc2ccccc2)n(-c2ccc(Br)cc2)n1
    nt	?
COc1cccc(NC(=S)N2CCCC2c2ccc(OC)c(OC)c2)c1 (centres undefined)
    6	5%

# 3 entries picked at random from the list so far:
# Value order – Lipid storage S3 cell count max	Lipid storage S3
Cc1cccn2c(=O)c3cc(C#N)c(=N)n(CCN4CCOCC4)c3nc12
    nt	?
Cc1cc(Nc2ccccc2)n(-c2ccc(Br)cc2)n1
    nt	?
CC1CCCCN1C(=O)c1cc2c(=O)n3ccccc3nc2s1 (centres undefined)
    -17	i

# Carrying on:
# Value order – Lipid storage S3 cell count max	Lipid storage S3
COC(=O)c1ccc(CSc2nnc(-c3ccc4c(c3)OCO4)n2-c2ccccc2)o1
    nt	?
Cc1ccc(NC(=O)CSCC(=O)N2CCOCC2)cc1
    nt	?
C/C(Cc1ccccc1)=N\NC(=O)CNC(=O)c1ccccc1O
    16	0%
Cc1ccc(-c2cnn(-c3cccc(C(F)(F)F)c3)c2N)cc1
    nt	?
O=C(NCCN1CCN(c2ccccc2)CC1)c1cccn2c(=O)c3ccccc3nc12
    3	8%
CC1CCc2sc(C(=O)NC3CCCCC3)cc2C1 (centres undefined)
    nt	?
CCCN(C(=O)c1cc(S(=O)(=O)N2CCCCCC2)ccc1OC)C1CCS(=O)(=O)C1 (centres undefined)
    nt	?
Cc1ccccc1NC(=O)NC1CCS(=O)(=O)C1 (centres undefined)
    nt	?
COc1cccc(-c2nc(N)nc(SC)c2C#N)c1
    7	-1%
Cc1cccc(C(=O)NC(C(=O)Nc2cccc(S(=O)(=O)N3CCCC3)c2)C(C)C)c1 (centres undefined)
    nt	?
CN(C)S(=O)(=O)c1cccc(NC(=O)COC(=O)/C=C/c2ccco2)c1
    nt	?
COc1ccc(/C=C/C(=O)OCC(=O)Nc2ccc3c(c2)OCO3)cc1
    nt	?
CCOC(=O)c1sc(NC(=O)c2cc(S(=O)(=O)N3CCOCC3)ccc2C)nc1C
    nt	?
CCNc1nc(NCC)n2c(SCC(=O)Nc3cccc(Cl)c3)nnc2n1
    nt	i
CCOc1ccc(C(CC(=O)O)NS(=O)(=O)c2ccc(C)cc2)cc1OC (centres undefined)
    nt	?
CCCC(NC(=O)CCc1c(C)c2cc3c(-c4ccccc4)coc3cc2oc1=O)C(=O)O (centres undefined)
    nt	i
CS(=O)(=O)N1CCN=C1SCc1ccc(F)cc1
    nt	?
CN1CCN(C(=O)C2CCC(CNS(=O)(=O)c3cccc4cccnc34)CC2)CC1 (centres undefined)
    nt	?
COc1ccc(NC(=O)CCNS(=O)(=O)c2cccc3nonc23)cc1
    -2	i
COC(=O)c1sccc1NC(=O)C1C2C=CC(O2)C1C(=O)O (centres undefined)
    nt	?
CC1CCC2(CC1)NC(=O)N(CC(=O)NCc1ccc(F)cc1)C2=O (centres undefined)
    -4	9%
C#CCNc1nc(C)nc2c1nnn2Cc1ccccc1F
    nt	?
CCOc1ccc2[nH]cc(S(=O)(=O)c3ccc(Cl)cc3)c(=O)c2c1
    nt	?
CCCN(CCC)CCNC(=O)C1c2ccccc2C(=O)N(CCOC)C1c1ccc(F)cc1 (centres undefined)
    16	i
COc1ccc(OCC(O)Cn2c(=N)n(CCN3CCOCC3)c3ccccc32)cc1 (centres undefined)
    -1	-3%
Cc1ccc(CNC(=O)c2ccc(N3CCC4(CC3)CC(c3cccc(Br)c3)=NO4)c(NC(=O)c3ccco3)c2)cc1
    -15	-1%
Cc1cccc(C)c1NC(=O)COC(=O)c1c2c(nc3ccccc13)/C(=C\c1ccc3c(c1)OCO3)CCC2
    nt	?
O=C(Nc1ccc(F)c(Cl)c1)Nc1cnccn1
    nt	?
CCCCCCCNC(=O)COc1ccc2c(c1)C(=O)CC(C)(C)O2
    nt	?
CCc1ccc(-c2cc3c(=O)n(CC(=O)N4CCCC4)nc(C)n3n2)cc1
    nt	?
COc1cccc2c1-c1c(C(=O)O)cccc1C2=O
    10	8%
COc1ccccc1NS(=O)(=O)c1ccc(C)c(NC(=O)NCCCl)c1
    9	-4%
Cc1ccc(C)c(NC(=O)CSc2nc3c(oc4ccccc43)c(=O)n2-c2ccccc2)c1
    nt	?
CCOC(=O)Cc1csc(NC(=O)CSc2nnc3ccccn23)n1
    nt	?
COc1ccc(-n2c(=O)c3c(C)c(C)sc3n(Cc3cccc(F)c3)c2=O)c(OC)c1
    nt	-14%
CC1(C)Cc2c(sc(/N=C/N3CCOCC3)c2C#N)C(C)(C)N1
    nt	?
Cc1ccc(-n2nc3ccc(NC(=O)c4ccco4)cc3n2)cc1
    nt	?
O=C(CN1CCN(S(=O)(=O)c2ccc(Br)cc2)CC1)Nc1ccc2c(c1)OCCO2
    nt	?
COc1ccccc1CN(C)C(=O)c1cc(-c2cccs2)nc2ccccc12
    nt	?
CC(C)c1ccc(/C=C/C(=O)NCCCN2CCOCC2)cc1
    nt	?
Cn1nc(-c2ccccc2)c2cc(C(=O)O)sc21
    nt	?
CCCn1ncc([C@@H]2C[C@H]3CN(Cc4cccc(Cl)c4)C(=O)[C@]34CCCN24)c1C
    -1	-20%
O=C(CSc1n[nH]c(-c2ccccc2F)n1)NCC(=O)Nc1ccc(F)c(F)c1F
    nt	?
COc1ccccc1NC(=O)Nc1cccc(C(=O)O)c1
    nt	-18%
CCC(=O)c1cn(CC(=O)Nc2c(C)cccc2C)c2ccccc12
    -1	i
CCCCCN1CC(O)=C(c2nc3ccccc3[nH]2)C1=N
    12	27%
O=c1c2ccccc2nc2ccc(NCc3ccco3)nn12
    nt	?
CC(C)CCNC(=O)C(=O)Nc1ccc2c(c1)N(S(=O)(=O)c1cccs1)CCC2
    nt	?
CCN1C(=O)c2cccc3c(S(=O)(=O)NCc4cccnc4)ccc1c23
    nt	?
O=C(O)c1ccc(CS(=O)(=O)c2cccc(C(F)(F)F)c2)o1
    nt	?
COc1ccc2c(c1)C(=O)N(Cc1ccccc1)C(=O)C2(C)C
    9	i
O=C(CCc1ccccc1)NNC(=O)CCc1ccccc1
    nt	?
CSc1nnc(COc2ccc(C)cc2)n1N
    nt	-7%
Cc1ccc(NC(=O)C(C)SCC(=O)Nc2ccc(F)cc2)cc1S(=O)(=O)N1CCOCC1 (centres undefined)
    nt	20%
O=C(C[n+]1ccc(C(=O)NCc2ccccc2)cc1)c1ccc2c(c1)OCCO2
    nt	-26%
CCOC(=O)C1(Cc2cccc(OC)c2)CCCN(C(=O)c2cc(C)on2)C1 (centres undefined)
    11	10%
Cc1ccc(NC(=O)c2cc(C)nc3ccccc23)c(Br)c1
    nt	?
CCCCN(C)C/C(O)=C(\C#N)c1nc(-c2ccccc2)cs1
    nt	?
Cc1ccc(-c2nnc(CSc3nnc(COc4ccccc4)n3-c3ccc(C)cc3)o2)cc1
    nt	?

# Part of the list above in a different format:
compound	Lipid storage S3 cell count max	Lipid storage S3
Cc1ccc(NC(=O)C(C)SCC(=O)Nc2ccc(F)cc2)cc1S(=O)(=O)N1CCOCC1 (centres undefined)	nt	20%
O=C(C[n+]1ccc(C(=O)NCc2ccccc2)cc1)c1ccc2c(c1)OCCO2	nt	-26%

# Compound activity: PubChem, National Center for Advancing Translational Sciences (NCATS)
